p53 reactivation: qHTS assay for re-activators of p53 using a Luc reporter | H1299 p53-A138V BP100-luciferase reporter, luminescence, 24 h | Potency, µM (doses to about 92.2 µM), for inactives: at the highest dose activity change, positive = activation, hits mostly activators | 0.063% of 320,000 active | AID 504706, 2011; further: potency means the concentration at half of the fitted maximal effect; % of control where 0% means no effect; nearly all actives have a fitted effect of over 45% in size
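p53-null H1299 cells stably carrying temperature-sensitive p53-A138V and a BP100-luciferase reporter were pinned with compounds (4-point, 1:5 series) and held 24 hrs at 37 deg C. Luminescence was read 10 min after detection reagent.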
A-T KAP1 phos: qHTS Assay for Identifying a Potential Treatment of Ataxia-Telangiectasia. […] A-T fibroblasts, KAP-1 phosphorylation AlphaLISA; neocarzinostatin DNA damage 30 min before lysis. Potency, µM (top dose mostly 57.5 µM), without a hit: top-dose activation, actives largely listed as activators. 0.19% of 320,000 active; further: potency means the concentration at half of the fitted maximal effect; % of control where 0% means no effect; nearly all actives have a fitted effect of over 45% in size
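hTERT-immortalized A-T patient fibroblasts ([…]), 500 cells/well in OPTI-MEM, 1% FBS, got compounds for 60 min, then NCS for 30 min at 37C. Lysates were then assayed for phospho-KAP-1 by AlphaLISA (anti-pKAP1 donor, anti-KAP1 acceptor beads), 6 hr at 25C.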
B2AR arrestin: qHTS assay of beta-arrestin-biased ligands of beta2-adrenergic receptor; 0.02% of 330,000 active; beta-arrestin recruitment to beta2AR, cell-based reporter; Potency, µM (top dose mostly 46.1 µM), inactives show at the top dose activation, most hits filed as activators;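 further: potency means the concentration at half of the fitted maximal effect; 0% = DMSO controls and full agonism = EC100 isoproterenol or metaproterenol; nearly all actives have a fitted effect of over 65% in size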
TSG101-PTAP inh: qHTS Assay for Iinhibitors of HIV-1 Budding by Blocking the Interaction of PTAP/TSG101; Tumor susceptibility gene 101 protein (Homo sapiens), Q99816; 340,000 tested, under 10 active; Fluorescence polarization, FITC-PTAP peptide / Tsg101 binding; Potency, µM (series often up to 115 µM), for inactives: at the highest dose activity change, negative = inhibition, hits mostly inhibitors; AID 493005, 2010; active means well fitted inhibition curve with a large enough effect in the main read-out, with a control signal flat, not every such curve was filed as active; inconclusive means small, poorly fitted or top-dose-only effect, or effect the other way, or a change in a side signal; inactive means no such curve, though single readings can be large or run the other way; further: potency means the concentration at half of the fitted maximal effect; % of control where 0% means no effect
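Steps: Tsg101 binding domain dispensed (10 uM final), compounds pinned in DMSO, FITC-labeled PTAP-motif peptide added (50 nM final); after 20 min binding at room temperature, polarization measured.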
a7 integrin act: qHTS for Activators of Integrin-Mediated Alleviation for Muscular Dystrophy | alpha7betagal myoblasts, beta-gal FDG fluorescence, 48 h | Potency, µM (top dose mostly 38.3 µM), for the others: top-dose activation, usual class: activators | 0.064% of 350,000 active | AID 624291, 2012;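 further: potency means the concentration at half of the fitted maximal effect; 100% = response of the positive control SU9516; nearly all actives have a fitted effect of over 60% in size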
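alpha7betagal+/- myoblasts (passage 13, 250/well) treated 48 h at 37C with compounds at 1:260 dilution of DMSO stock. Lysed, then beta-galactosidase activity read as FDG fluorescence (ex 480/em 540) after 30 min, with pre-read for autofluorescence.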
ELG1 repair inh: qHTS screen for small molecules that inhibit ELG1-dependent DNA repair in human embryonic kidney (HEK293T) cells expressing luciferase-tagged ELG1. AID 504467, 2011. Potency, µM (highest dose often 46.1 µM), for inactives: at the highest dose activity change, negative = inhibition, hits mostly inhibitors. HEK293T ELG1-luciferase reporter, luminescence, 16 h; DNA damage induced by 5-fluorouridine. 2.3% of 330,000 active; further: potency means the concentration at half of the fitted maximal effect; on the % scale 0 is the no-effect control and ±100 the full control effect; nearly all actives have a fitted effect of over 55% in size
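Quantitative HTS, concentration-response format. 2,000 cells/well co-treated with 5-fluorouridine and compound, 16 hr in 5% CO2 at 37 °C; ONE-Glo luminescence read after 30 min.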
TCR act: Activators of T cell receptors: qHTS campaign; AID 504894, 2011; Potency, µM (titrated, usually from 9.22 µM), for inactives: at the highest dose activation of IL-2 secretion, hits mostly activators; 330,000 tested, under 10 active; primary human leukocytes, anti-CD3, IL-2 HTRF, 48 h; further: % of control where 0% means no effect
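Readout: HTRF IL-2, Eu-cryptate/d2 antibody pair, 320nm excitation, 665nm emission. Stimulus: a-CD3 beads, no co-stimulation. Cells: primary human leukocytes. Exposure: 48 hr with compound.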
CXXC DNA block: qHTS Fluorescence Polarization Assay for Inhibitors of MLL CXXC domain - DNA interaction; Histone-lysine N-methyltransferase 2A (Homo sapiens), Q03164; MLL-CXXC / FITC-HOXA9 DNA fluorescence polarization; Potency, µM (top dose mostly 115 µM), inactives show at the highest dose activity change, negative = inhibition, most hits filed as inhibitors; 0.037% of 290,000 active; AID 2662, 2010; active means well fitted inhibition curve with a large enough effect in the polarisation, with a control signal flat, not every such curve was filed as active; inconclusive means small, poorly fitted or top-dose-only effect, or effect the other way, or a change in a side signal; inactive means no such curve, though single readings can be large or run the other way; the % refers to the polarisation; further: potency means the concentration at half of the fitted maximal effect
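Steps: dispense CXXC domain solution (7 uM) → pin compounds or unlabeled HOX-A9 DNA control → 5 min ambient → add FLSN-HOX-A9 solution (50 nM) → spin → 30 min ambient → fluorescence polarization. Tris pH 7.5/NaCl/DTT/BSA buffer.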
BRCA1 expr up: qHTS Assay to Identify Small Molecule Activators of BRCA1 Expression. MCF7-BRCA1-FFLuc reporter, luminescence, 48 h; response scale: scaled: vehicle 0%, 10 µM genistein 100%. Potency, µM (doses to about 46.1 µM), for the others: at the top dose activation, most hits filed as activators. 1.1% of 380,000 active; further: potency means the concentration at half of the fitted maximal effect; nearly all actives have a fitted effect of over 80% in size; some results filed as inactive show a strong effect at the top dose
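Luminescence from a BRCA1-driven firefly luciferase in MCF7 cells was read after 48 h compound exposure at 37 C. Data normalized against DMSO and a 10microM genistein activation control, then curve-fitted across the titration.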
TRPV1 agonist: HTS Assay for Compounds that Act as Agonists of the Vanilloid Receptor 1. Transient receptor potential cation channel subfamily V member 1 (Homo sapiens), Q8NER1. TRPV1-expressing cells, Fluo-8 calcium influx, agonist mode. activation, % at 8.33 µM. 0.19% of 320,000 active. AID 540275, 2011; in the data active means activation above about 80%; inconclusive means between about 30% and that limit; further: 0% is about no effect
Target sequence (Q8NER1 whole entry, looked up): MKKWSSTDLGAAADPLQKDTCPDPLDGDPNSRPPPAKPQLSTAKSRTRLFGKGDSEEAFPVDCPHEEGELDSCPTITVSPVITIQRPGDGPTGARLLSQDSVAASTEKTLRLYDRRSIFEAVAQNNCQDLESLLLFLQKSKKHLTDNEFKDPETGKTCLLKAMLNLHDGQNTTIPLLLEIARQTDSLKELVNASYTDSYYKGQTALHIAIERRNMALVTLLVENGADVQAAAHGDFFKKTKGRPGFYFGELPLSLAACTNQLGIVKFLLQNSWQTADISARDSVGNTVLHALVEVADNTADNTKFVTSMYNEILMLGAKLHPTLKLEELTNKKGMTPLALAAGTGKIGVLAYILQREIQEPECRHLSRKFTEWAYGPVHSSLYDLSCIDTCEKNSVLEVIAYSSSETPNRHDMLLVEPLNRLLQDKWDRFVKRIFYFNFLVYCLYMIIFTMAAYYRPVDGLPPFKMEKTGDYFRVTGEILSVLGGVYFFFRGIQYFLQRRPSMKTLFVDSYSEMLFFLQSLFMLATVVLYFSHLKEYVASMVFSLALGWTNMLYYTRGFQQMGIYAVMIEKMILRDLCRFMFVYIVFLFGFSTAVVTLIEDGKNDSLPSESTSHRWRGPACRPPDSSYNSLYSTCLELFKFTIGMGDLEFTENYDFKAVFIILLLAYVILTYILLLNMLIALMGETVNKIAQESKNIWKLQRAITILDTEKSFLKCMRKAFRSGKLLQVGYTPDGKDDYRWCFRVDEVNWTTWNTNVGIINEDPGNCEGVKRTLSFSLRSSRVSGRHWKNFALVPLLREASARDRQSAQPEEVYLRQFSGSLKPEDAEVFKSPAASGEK
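TRPV1-expressing cells were cultured overnight at 35.5C and loaded with Fluo-8 calcium dye for 40 to 90 min at room temperature. After a 10 s baseline, compound was added and calcium influx was read kinetically for 3 min (ex 480/em 520 nm).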
Numbers without * were called inactive; ? = inconclusive; . = no result given; & = joins results of further samples; [ ] = another dose, or the depositor's remark. Unless noted, the call rests on the fitted dose curve; in most records, active means well fitted curve in the direction sought with a large enough effect; inconclusive means small, poorly fitted or top-dose-only effect, or another doubt; inactive means no such curve, though single readings can be large; an effect the other way counts as inactive or inconclusive.

SMILES	p53 reactivation	A-T KAP1 phos	B2AR arrestin	TSG101-PTAP inh	a7 integrin act	ELG1 repair inh	TCR act	CXXC DNA block	BRCA1 expr up	TRPV1 agonist
CC(C)(CC(=O)O)CC(=O)N1CCN(c2nc3cc(Cl)ccc3s2)CC1	5%	7%	-1.1%	-2%	-7%	-2%	0%	26%	31%	6
COc1ccc(CCN2CC(C(=O)OCC(=O)NC(C)c3cccc(Cl)c3)CC2=O)cc1OC (stereo not given)	-2%	2%	0.0%	5%	-13%	0%	3%	.	-1%	-1
Cc1cc(=O)c2c([nH]1)c(C)cc1[nH]c(C)c(C)c12	-4%	-7%	0.5%	?	23%	17%	-4%	.	-19%	1
CCN(CC)CCNC(=O)c1cn(-c2ccccc2)nc1-c1cccs1	-2%	.	0.1%	-2%	-12%	8%	-6%	14%	-27%	-2
CC(=O)Nc1ccc(S(=O)(=O)N2CCN(Cc3ccccn3)CC2)cc1	-1%	-5%	0.4%	-10%	40%	-1%	1%	7%	5%	0
C[C@H]1CN=C(N(C)C)N1CC1CCCCC1	-6%	11%	0.2%	-1%	-7%	4%	0%	.	13%	-1
CCn1c(=O)c(=O)[nH]c2cc(C(=O)Nc3ccc(S(=O)(=O)N4CCCC4)cc3)ccc21	-6%	1%	-1.5%	-3%	32%	-7%	6%	2%	-1%	0
O=C1NCCCC1C(=O)N/N=C/c1ccc(Cl)cc1 (stereo not given)	4%	2%	0.0%	0%	7%	?	-3%	-19%	3%	-2
CCOc1ccccc1C(=O)NCC(=O)NCc1ccc(S(=O)(=O)N2CCOCC2)cc1	0%	16%	0.0%	-1%	-31%	8%	9%	.	-13%	1
c1ccc2[nH]c(-c3ccncc3)nc2c1	1%&2%	0%&-2%	0.3%&3.0%	0%	-6%	?	5%	-7%&-1%	?	-4&-3
FC(F)(F)c1cccc(Cc2noc(CN3CCCC3)n2)c1	5%	-4%	-0.4%	-3%	-16%	13%	-1%	-2%	-1%	18
O=C(N/N=C/c1coc2ccccc2c1=O)c1cc(Br)ccc1O	11%	7%	0.2%	-3%	21%	1%	-6%	?	-9%	-1

A second format for four compounds above:
Values run as follows: p53 reactivation | A-T KAP1 phos | B2AR arrestin | TSG101-PTAP inh | a7 integrin act | ELG1 repair inh | TCR act | CXXC DNA block | BRCA1 expr up | TRPV1 agonist
COc1ccc(CCN2CC(C(=O)OCC(=O)NC(C)c3cccc(Cl)c3)CC2=O)cc1OC (stereo not given)
  -2% | 2% | 0.0% | 5% | -13% | 0% | 3% | . | -1% | -1
Cc1cc(=O)c2c([nH]1)c(C)cc1[nH]c(C)c(C)c12
  -4% | -7% | 0.5% | ? | 23% | 17% | -4% | . | -19% | 1
CCN(CC)CCNC(=O)c1cn(-c2ccccc2)nc1-c1cccs1
  -2% | . | 0.1% | -2% | -12% | 8% | -6% | 14% | -27% | -2
CC(=O)Nc1ccc(S(=O)(=O)N2CCN(Cc3ccccn3)CC2)cc1
  -1% | -5% | 0.4% | -10% | 40% | -1% | 1% | 7% | 5% | 0

Later entries:
SMILES	p53 reactivation	A-T KAP1 phos	B2AR arrestin	TSG101-PTAP inh	a7 integrin act	ELG1 repair inh	TCR act	CXXC DNA block	BRCA1 expr up	TRPV1 agonist
COc1cccc(Nc2nc(NCC3CCCO3)c3ccccc3n2)c1 (stereo not given)	.	.	0.0%	-2%	-40%	?	3%	-8%	-54%	-5
COc1ccc(C(=O)NC(C)Cn2nc(C)cc2C)cc1OC1CCN(C(C)=O)CC1 (stereo not given)	17%	-2%	0.2%	.	-10%	12%	5%	6%	-4%	-5
O=C(NC1CCCCC1)c1cc([N+](=O)[O-])ccc1N1CCOCC1	-5%	0%	1.0%	-3%	14%[7.66 µM]	-6%	8%	8%	-21%	2
CCOc1ccc(NC(=O)C2CCCN(C(=O)NCc3ccccc3)C2)cc1 (stereo not given)	3%	.	0.1%	0%	8%	-25%	1%[46.1 µM]	-1%	7%	3
CCCCN(c1ccccc1)S(=O)(=O)c1cccc(C(=O)O)c1	-3%	-3%	0.0%	-5%	19%	-3%	-10%	-1%	3%	3
Cc1ccc(NC(=S)N(CCN(C)C)C(C)c2ccco2)cc1C (stereo not given)	-4%	-3%	-0.3%	-4%	-29%	-18%	-5%	-6%	-27%	-6
Cc1nn(-c2ccccc2)c(C)c1C(=O)OCC(=O)N1CC(=O)Nc2ccccc21	-2%	4%	0.3%	-2%	0%	-7%	0%	1%	-2%	6
CC1(C)C2([N+](=O)[O-])CN3CC1([N+](=O)[O-])CN(C2)C3c1ccc(O)c(O)c1 (stereo not given)	-3%	-8%	0.2%	-6%	-32%	-14%	-13%	-1%	0%	1
Cc1ccc(C(=O)c2cc3c(cc2N)OCCO3)cc1	-1%	-9%	-0.3%	-2%	-9%	1%	-13%	13%	-14%	1
CN1CCC(N(C)C(=O)c2cc(S(=O)(=O)N3CCOCC3)ccc2Cl)CC1	1%	9%	-0.4%	2%	6%	2%	1%	.	-7%	.
CCOCCCNC(=O)/C(C#N)=C/c1ccccc1F	-4%	1%	0.0%	-3%	18%	24%	1%	12%	4%	-1
CC1CC(=O)NC(=O)N1Cc1ccccc1 (stereo not given)	.	.	.	1%	21%	.	-1%	.	-5%	.
COc1ccccc1C(=O)Nc1ccc(OCC(=O)N2CCCCC2)cc1	22%	7%	-2.5%	-4%	3%	?	-2%	.	46%	5
CCN(CC)C(=O)C1CC(=O)OC12CCCCC2 (stereo not given)	1%	.	-0.3%	0%	0%	14%	3%[46.1 µM]	-4%	3%	0
COc1ccc(C(=O)N2CCCC(C(=O)N3CCN(c4ccccc4)CC3)C2)cc1 (stereo not given)	-1%	-2%	0.3%	0%	-17%	-21%	-3%	9%	1%	1
O=C(COc1ccc(Br)cc1Cl)Nn1cnnc1	-1%	-6%	0.2%	-3%	18%	0%	1%	-2%	-3%	-2
Cc1nn2c(c1-c1ccc(Cl)cc1)N=C(c1ccco1)CC2c1ccccc1 (stereo not given)	-3%	-1%	-0.3%	-2%	21%	?	5%	1%	-41%	-4
COC(=O)c1[nH]c2cc(OC)c(OC)cc2c1NC(=O)c1cccc(OC)c1	1%	1%	-0.2%	-4%	41%	?	0%	9%	27%	24
Cc1ccnc(NS(=O)(=O)c2ccc(NC(=O)COc3ccccc3)cc2)n1	-1%	2%	0.2%	-7%	0%	-4%	0%	4%	1%	2
COc1ccc(C)cc1S(=O)(=O)N(C)CC(=O)N1CCCC1	.	3%	-0.4%	-10%	1%	?	8%	-1%	2%	-5
Cc1cc(Cl)ccc1NC(=O)CCN1C(=O)C2CCCCC2C1=O (stereo not given)	13%	1%	-0.2%	-6%	-4%	-2%	-18%	.	8%	4
CCOC(=O)n1c(SCC(=O)N(CC)CC)nc2ccccc21	13%	1%	0.3%	-5%	-15%	-3%	-2%	-1%	45%	11
COc1ccc(C(=O)N2CCCC(O)C2)cc1OC1CCN(C(C)C)CC1 (stereo not given)	2%	18%	0.3%	.	6%	4%	1%	0%	-1%	0
CCCCOC(=O)c1ccc(NC(=O)c2cc(Cl)ccc2OC)cc1	2%	7%	0.0%	-4%	0%	-3%	-7%	-1%	-18%	1
Cc1ccc(S(=O)(=O)CCNC(=O)Cc2ccc(Cl)cc2)cc1	0%	-4%	-0.1%	2%	13%	-4%	8%	41%[activator]	70%	18
NC(=S)NNC(=S)Nc1ccccc1	-2%	2%	0.1%	-2%	0%	-6%	8%	1%	5%	0
CCN=C1SC(CC(=O)Nc2sc(C)c(C)c2C(=O)OC)C(=O)N1CC (stereo not given)	2%	0%	0.1%	1%	-12%	8%	-2%	-2%	-27%	-1
O=C(/C=N/O)Nc1ccccc1	1%	-3%	-0.4%	-1%	21%	18%	1%	-4%	-19%	0
Cc1cccc(NC(=O)CCN2C(=O)c3ccccc3C2=O)n1	0%	3%	-0.5%	-4%	-9%	11%	-5%	-23%	14%	-5
CCOC(=O)C1=C(C)N=c2s/c(=C\c3ccc(OCC(=O)O)cc3)c(=O)n2C1c1ccccc1 (stereo not given)	.	-4%	0.0%	-2%	-26%	-21%	-6%	-3%	-5%	3
O=C1CC(N2CCOCC2)C(=O)N1c1ccccc1Cl (stereo not given)	-4%	-1%	-0.2%	-1%	-3%	3%	-4%	-4%	0%	0
COc1ccc(N2CCN(C(=O)C3CCN(S(=O)(=O)c4ccc(C)cc4)CC3)CC2)cc1	-3%	-1%	-1.7%	1%	5%	-7%	2%	2%	-6%	-1
CCCC(c1nnnn1CCOC)N1CCN(c2nc3ccccc3s2)CC1 (stereo not given)	-3%	3%	-1.0%	0%	4%	?	1%	7%	0%	-5
